M. tuberculosis GlmU – inhibition of mycobacterial GlmU enzyme – biochemical, glucosamine-1-phosphate acetyltransferase (AID 1376). M. tuberculosis GlmU acetyltransferase enzyme assay; higher % means a stronger effect. one-dose inhibition, %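 (tested at 30 µM in the primary screen)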; IC50 in µM for titrated hits. 220,000 compounds, 0.25% hits; in the data active = inhibition above about 13%; inconclusive = no clear call, values can overlap the other calls;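 also: 0% = complete reaction with vehicle and 100% = reaction without substrate; strong numbers were not always called active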
Mtb RmlCD inh – M. tuberculosis RmlC/RmlD inhibition | inhibition, % at 3.6 µM | AID 1533 | RmlC+RmlD coupled enzyme assay, percent inhibition; primary screen in compound mixtures | 160,000 compounds, 0.03% hits; in the data active = inhibition mostly above about 34%, no sharp cut-off; inconclusive = no clear call, values can overlap the other calls; inactive = mostly below about 22%; also: some results filed as inactive read as strong as hits
Target sequence (P9WH09 whole entry, looked up): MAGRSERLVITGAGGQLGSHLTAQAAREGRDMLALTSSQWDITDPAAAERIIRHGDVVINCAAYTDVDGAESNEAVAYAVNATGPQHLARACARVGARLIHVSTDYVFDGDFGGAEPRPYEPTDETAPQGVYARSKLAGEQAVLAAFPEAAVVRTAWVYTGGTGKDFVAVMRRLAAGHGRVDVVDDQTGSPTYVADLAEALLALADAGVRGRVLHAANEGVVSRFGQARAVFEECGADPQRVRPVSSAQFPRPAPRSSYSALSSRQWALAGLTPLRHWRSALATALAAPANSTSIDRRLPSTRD
Target sequence (P9WH11 whole entry, looked up): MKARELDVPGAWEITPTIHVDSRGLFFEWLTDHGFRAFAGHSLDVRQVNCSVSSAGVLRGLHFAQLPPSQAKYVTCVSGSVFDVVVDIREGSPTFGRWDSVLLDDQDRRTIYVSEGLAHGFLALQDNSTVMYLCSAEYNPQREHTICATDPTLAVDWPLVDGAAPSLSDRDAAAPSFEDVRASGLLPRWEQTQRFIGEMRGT
* hit, by the source's call; ? = inconclusive; / = not tested or not shown.

The line under a structure holds: Mtb RmlCD inh	M. tuberculosis GlmU
- COc1ccccc1CNC(=O)C1CC(c2cccc([N+](=O)[O-])c2)=NO1 (stereo unspecified)
    10	-1.7%
- CCO[C@H]1OC(C(=O)N2CCN(Cc3ccc4c(c3)OCO4)CC2)=C[C@@H](C)[C@@H]1CCCO
    /	0.9%
- Cn1c(SCCCC(=O)c2ccc(F)cc2)nnc1-c1ccncc1
    -11	-5.0%
- Cc1ccc(-c2csc(N3CCC(C(N)=O)(N4CCCCC4)CC3)n2)cc1
    -7	-4.7%
- COc1ccc(CNC(=O)/C=C/c2ccc(S(=O)(=O)NCc3ccco3)cc2)cc1OC
    3	1.2%
- O=C(Cc1ccc(Cl)cc1)N/N=C1\CCCc2ccccc21
    /	3.2%
- COc1cc2cc(C(=O)O)n(C)c2c(OC)c1OC
    15	1.2%
- C/C(=N\NS(=O)(=O)c1cccc([N+](=O)[O-])c1)c1cc2ccccc2o1
    -3	1.0%
- CN(C)S(=O)(=O)c1cccc(C(=O)OCC(=O)c2ccc3c(c2)NC(=O)CO3)c1
    /	7.8%
- CCn1cc([N+](=O)[O-])c(C(=O)Nc2c(C)nn(Cc3c(F)c(F)c(F)c(F)c3F)c2C)n1
    -14	-7.2%
- CCOC(=O)c1cccc(NC(=O)CSc2nnc(-c3cccnc3)n2CC)c1
    0	2.7%
- CCn1ncc(CNC(=O)c2cccc([N+](=O)[O-])c2)c1C
    -9	-1.5%
- Cc1c(Br)c(=O)[nH]c(=O)n1COCc1ccccc1
    /	-1.4%
- CCC1(C)Cc2c(sc3nc(SCC(=O)c4ccccc4)[nH]c(=O)c23)CO1 (stereo unspecified)
    3	1.3%
- Nc1ccc(C(=O)OCc2nc3ccccc3[nH]2)cc1
    5	0.4%
- O=C(CCC1CCCN(C(=O)c2cc(C3CC3)[nH]n2)C1)N1CCN(c2ccccn2)CC1 (stereo unspecified)
    -7	1.9%
- CC1=C(C(=O)OCc2ccccc2)C(c2ccc(Cl)cc2Cl)NC(=O)N1CCCC(=O)O (stereo unspecified)
    /	0.1%
- Nc1ccccc1Oc1ccc2ccccc2c1
    -10	0.4%
- COc1ccc(C2C(C#N)=C(N)OC3=C2C(=O)CC(C)(C)C3)cc1Cn1nc(C)c([N+](=O)[O-])c1C (stereo unspecified)
    -2	-6.9%
- COc1ccc(Cl)cc1C(=O)NNC(=O)CCNC(C)=O
    15	-1.8%
- N#Cc1cccc(NC(=O)Cc2ccccc2)c1
    8	-1.0%
- CCOC(=O)NC(NC(=O)OCC)C(=O)c1ccccc1
    /	2.1%
- CCOC(=O)c1cc2c(nc1N)CCCC2
    17	2.5%
- COc1ccccc1N1CCN(C(=O)Cn2nnc(-c3ccncc3)n2)CC1
    10	1.8%
- CCOc1ccc2nc(SCC(=O)c3ccccc3)sc2c1
    /	-3.8%
- C=CCOc1ccc(/C=C2\SC(=S)N(N3CCOCC3)C2=O)cc1
    5	-0.4%
- CCCCCNCC(=O)Nc1cccc(C(=O)Nc2cccc(C(F)(F)F)c2)c1
    /	0.2%
- CN1C(C(=O)NCCc2cccs2)CC2Cn3c(nc4cc5ccccc5cc43)C21 (stereo unspecified)
    /	0.0%
- COc1ccc(N2CCN(C(=O)CN(C3CCCCC3)S(C)(=O)=O)CC2)cc1
    8	1.5%
- C/C(=N\OC(=O)c1ccc(Cl)cc1)c1nccs1
    23	-0.3%

Whole records as entered above. Screens in order: Mtb RmlCD inh, M. tuberculosis GlmU
CCn1cc([N+](=O)[O-])c(C(=O)Nc2c(C)nn(Cc3c(F)c(F)c(F)c(F)c3F)c2C)n1 as listed: -14, -7.2%
CCC1(C)Cc2c(sc3nc(SCC(=O)c4ccccc4)[nH]c(=O)c23)CO1 (stereo unspecified) as listed: 3, 1.3%

Returning to the listing; the 2 compounds before the break are reprinted first.
The line under a structure holds: Mtb RmlCD inh	M. tuberculosis GlmU
- COc1ccc(N2CCN(C(=O)CN(C3CCCCC3)S(C)(=O)=O)CC2)cc1
    8	1.5%
- C/C(=N\OC(=O)c1ccc(Cl)cc1)c1nccs1
    23	-0.3%
- Cc1ccc(O)c(-c2cc(-c3cccc(F)c3)n[nH]2)c1
    6	6.4%
- NC(=O)COc1ccc(C2c3c(oc4ccccc4c3=O)C(=O)N2CC2CCCO2)cc1 (stereo unspecified)
    73	2.1%
- O=C1CCCCC1Sc1nnc(-c2ccc3c(c2)OCO3)o1 (stereo unspecified)
    12	5.3%
- CCc1cccc(CC)c1NC(=O)CSc1nnc(CCC(=O)O)c(=O)[nH]1
    -10	1.3%
- Cc1c(Cl)cccc1NC(=S)N(Cc1ccccc1)Cc1cccnc1
    -6	-6.5%
- Cc1ccccc1Oc1cccc(C(=O)/C(C#N)=C/N(C)C)c1
    5	0.3%
- O=c1oc2ccccc2c2c1SC(C(F)(F)F)C2 (stereo unspecified)
    /	0.7%
- COc1ccc(S(=O)(=O)N(Cc2cc3cc(C)ccc3[nH]c2=O)CC2CCCO2)cc1 (stereo unspecified)
    /	-1.3%
- Cc1ccc(Cn2nnc3c(=O)[nH]c(C(=O)NCc4ccco4)nc32)cc1
    0	-1.0%
- CSc1ncc(CNc2cc([N+](=O)[O-])ccc2C)c(N)n1
    /	-7.2%
- COc1ccccc1/C=N/n1cnnc1
    /	-4.8%
- CN(C)c1ccc(CNc2ccc3c(c2)ncn3C)cc1
    /	1.6%
- O=S(=O)(c1ccccc1)c1nc(-c2ccco2)oc1NCc1ccccc1
    /	2.4%
- CCN(CC(=O)Nc1ccc(OC)cc1)C(=O)c1ccc([N+](=O)[O-])cc1
    /	-3.6%
- CCCCSc1nnc(CCNC(=O)OC(C)(C)C)o1
    -10	6.2%
- Cc1ccc(S(=O)(=O)C(C#N)c2nc3ccccc3nc2N2CCN(C)CC2)cc1 (stereo unspecified)
    0	3.6%
- Cc1ccc(/C=C2\Oc3cc(OC(=O)N4CCOCC4)ccc3C2=O)cc1
    -3	-3.6%
- CCN(CC)CCNc1ncnc2c1[nH]c1ccc(OC)cc12
    5	-1.5%
- O=C(NCCc1csc(-c2ccc(C(F)(F)F)cc2)n1)c1cccs1
    -8	-0.6%
- Nc1nc(/C=C/c2cccnc2)nc(-c2ccccc2O)n1
    3	-10%
- CC(C)CNc1nc(Oc2ccc(=O)n(C)n2)nc(N2CCOCC2)n1
    ?	/
- CCOC(=O)c1c(C(C)(C)C)oc2ccc(O)cc12
    /	0.2%
- Cc1ccc(S(=O)(=O)NCC(=O)OC(C)C(=O)Nc2ncc(Cl)cc2Cl)cc1 (stereo unspecified)
    9	-0.7%
- Cc1cc(C)nc(NC(=O)c2ccc(Cl)c(Cl)c2)n1
    4	3.3%
- O=C(COC(=O)c1c[nH]c(=O)[nH]c1=O)Nc1ccccc1
    2	-4.9%
- Fc1cccc(Cl)c1CSc1nnc2ccccn12
    3	-0.2%
- CCOC(=O)N1CCN(S(=O)(=O)c2ccc(OCC)c(C)c2)CC1
    /	0.4%
- CCOC(=O)C1(CCCc2ccccc2)CCN(C2CCN(C(C)=O)CC2)CC1
    /	-3.5%
- CCOc1ccc(C2SCC(=O)Nc3c2c(=O)[nH]n3C2CCCCCC2)cc1 (stereo unspecified)
    11	0.9%
- CN1N=C(C(C)(C)C)CSC1=Nc1ccc(F)cc1
    /	-5.8%
- COc1cc(C(=S)N2CCCC2)ccc1O
    7	-0.9%
- COC(=O)CN1C(=O)CSc2ncccc21
    /	0.4%
- Cc1ccc(-c2nnn(CC(=O)N(CC(=O)NC3CCCC3)c3ccc(F)c(Cl)c3)n2)o1
    /	-9.3%
- Cc1[nH][nH]c(=O)c1N=Nc1ccccc1
    /	0.4%
- CC(=O)c1cn(-c2ccc(Cl)cc2)c(=O)n(Cc2ccc(Br)cc2)c1=O
    -11	-4.2%
- Cc1cc(C)n(C(N)=NC(=O)c2ccc([N+](=O)[O-])cc2)n1
    -14	2.5%
- COc1ccc(C(=O)N(CC2CCCO2)C(C(=O)NC2CCCC2)c2ccc(C)cc2)cc1OC (stereo unspecified)
    12	0.9%
- CC(=O)N(c1ccccc1)c1c(F)c(F)c(F)c(F)c1F
    0	-4.7%
- COc1ccc2nc(Nc3nc(C)c(C(C)=O)s3)sc2c1
    -1	2.5%
- CN(C(=S)Nc1ccc(SC(F)F)cc1)c1ccc(O)cc1
    8	0.2%
- COc1ccc(Cl)cc1-c1nc(SCC(=O)NCCN2C(=O)CSC2=O)n[nH]1
    /	4.0%
- C[n+]1c(-c2ccccc2)cc(-c2ccc(Cl)cc2)cc1-c1ccccc1
    -8	-2.2%
- CC(Nc1ccc(Cl)cc1)c1cc(Cl)ccc1O (stereo unspecified)
    /	-1.9%
- CCCNCc1cc(Br)ccc1OCC(=O)NCCc1ccccc1
    /	0.4%
- CCc1ccc(NC(=O)CSc2ccc(-c3ccco3)nn2)cc1
    1	1.7%
- CC(C)(C)c1ccc(C(=O)N2CCC(=O)N(C(CO)Cc3ccccc3)CC2)cc1 (stereo unspecified)
    /	0.4%
- O=C(Nc1nccs1)C1CCCN(S(=O)(=O)c2cccnc2)C1 (stereo unspecified)
    /	9.2%
- CCOC(=O)c1sc(NC(=O)CSc2nc(-c3ccco3)cc(C(F)(F)F)n2)c(C(=O)OC)c1C
    11	-0.7%
- O=C(Nc1cnccn1)C1c2ccccc2Oc2ccccc21
    /	-6.3%
- Cc1c(/C=N/NC(=O)c2ccccc2O)c2ccccn2c1C(=O)c1ccc(F)cc1
    /	5.7%
- O=C(O)c1ccccc1-c1ccccc1C(=O)Nc1ccc2c(c1)[nH]c(=O)c1ccccc12
    4	6.8%
- CCCS(=O)(=O)N1CCC(C(=O)NCC2CCCO2)CC1 (stereo unspecified)
    19	4.0%
- O=C(CSc1nncn1-c1cccnc1)N1CCOCC1
    -7	4.4%
- O=C(COC(=O)c1ccc(S(=O)(=O)NCc2ccco2)cc1)NCC1CCCCC1
    /	1.8%
- O=C1CCC(c2ccccc2)N1C(=O)c1cccnc1 (stereo unspecified)
    -5	-0.4%
- COc1ccc(NC(=O)c2c(Cl)cnn2C)c(C)c1
    3	1.7%
- O=C(COc1cccc2cccnc12)N/N=C1\SCC(=O)N1CCc1ccccc1
    /	-2.1%
- CN(C)c1nc(SCCOC(=O)COc2ccc(Cl)cc2Cl)nc(N(C)C)n1
    10	/
- O=C(Nc1ccc2ccccc2c1)c1nn(C23CC4CC(CC(C4)C2)C3)cc1Br
    /	1.6%
- CC1=CC(=C(C#N)c2nc3ccccc3s2)C=C(C)N1c1ccc(F)cc1
    -7	-5.9%

Some of these compounds in order of SMILES length, lowest first:
The line under a structure holds: Mtb RmlCD inh	M. tuberculosis GlmU
- CCCNCc1cc(Br)ccc1OCC(=O)NCCc1ccccc1
    /	0.4%
- CN(C)c1nc(SCCOC(=O)COc2ccc(Cl)cc2Cl)nc(N(C)C)n1
    10	/
- CC(=O)c1cn(-c2ccc(Cl)cc2)c(=O)n(Cc2ccc(Br)cc2)c1=O
    -11	-4.2%
- CCOC(=O)c1sc(NC(=O)CSc2nc(-c3ccco3)cc(C(F)(F)F)n2)c(C(=O)OC)c1C
    11	-0.7%

(cont.)
The line under a structure holds: Mtb RmlCD inh	M. tuberculosis GlmU
- COc1ccc2c3c(c(=O)oc2c1OCC(N)=O)CCCC3
    -5	4.6%
- CC1(C)SC(=S)N(/N=C/c2ccc(O)cc2)C1N(O)C(=O)Nc1ccc([N+](=O)[O-])cc1 (stereo unspecified)
    0	-0.1%
- CCNc1cccc2c1C(=O)N(C)C2=O
    6	-0.2%
- COC(=O)N/C(C)=C1/NC(=O)c2ccccc2C(c2ccccc2)N1 (stereo unspecified)
    -3	-0.2%
- Cn1cc(S(=O)(=O)N2CCC(Cc3ccccc3)CC2)c(=O)n(C)c1=O
    /	5.9%
- CCn1cc(C(=O)NCc2ccc3c(c2)OCO3)c2cc(OC)c(OC)cc2c1=O
    -7	7.7%
- O=c1oc2cc(O)c(Cl)cc2c2ccccc12
    -5	2.7%
- Cn1c(=O)c2c(SC3CCCC3)nc(CC(C)(C)C)nc2n(C)c1=O
    /	3.9%
- c1cncc(-c2nc(NCc3ccco3)c3ccccc3n2)c1
    -7	2.3%
- NCCCn1cnc2ccccc21
    6	-0.4%
- CC(CCO)Nc1nc2c([nH]1)c(=O)n(C)c(=O)n2C (stereo unspecified)
    /	2.6%
- Cc1ccccc1C(=O)N1CCN(c2nc(N3CCOCC3)nc(N3CCOCC3)n2)CC1
    /	1.7%
- CCC(C)(C(=O)NC1CCCCC1)N(Cc1ccco1)C(=O)c1ccccn1 (stereo unspecified)
    8	-3.5%
- O=[N+]([O-])c1ccc(/C=C/C2=NN(c3ccccc3)C(c3ccco3)C2)o1 (stereo unspecified)
    16	1.4%
- O=C(Cn1cc([N+](=O)[O-])cn1)Nc1nc2ccccc2s1
    -5	4.3%
- O=C(CC1C(=O)N(c2ccccc2)C(=S)N1c1ccccc1)c1ccc(Br)cc1 (stereo unspecified)
    /	0.9%
- COCc1cc(C)nc(SCC(=O)N2CCC(C)CC2)c1C#N
    13	-4.9%
- O=C(CSc1nnc(-c2cccnc2)o1)Oc1ccccc1
    -1	-6.0%
- COc1ccccc1CN1CCNC(=O)C1CC(=O)NCc1csc(C)n1 (stereo unspecified)
    /	-0.4%
- Cc1ccc(NC(=O)CSc2nc(=O)cc(N)n2CCc2ccccc2)cc1
    9	-0.7%
- CC(NC(=O)COc1ccc(/C=N/NC(=O)C(=O)Nc2ccccc2Br)cc1)c1ccccc1 (stereo unspecified)
    4	-3.2%
- CCOc1cc(NC(=S)NCCOC)c(OCC)cc1NC(=O)c1ccco1
    /	-1.5%

Screening data (PubChem BioAssay)

Not all compounds are listed; count on the stated rates, not on these rows.
